Assay outcomes deposited in PubChem by National Center for Advancing Translational Sciences (NCATS).
HCMV antiviral: inhibitors of human cytomegalovirus; activity change, negative = inhibition, % at 57.5 µM; HFF cells, HCMV-luciferase reporter, 72 h; stronger effect = lower value; actives 4.5% (n = 410,000); in the data active = activity change below about -60%; inconclusive = no clear call, values can overlap the other calls; inactive = above about -39%
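Two-dose cell screen: HFF monolayers treated with compounds and infected with luciferase-expressing HCMV at 1 PFU/cell, 72 h at 37C, then lysed for luciferase measurement.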
AmpC inh detg: blocks E. coli AmpC beta-lactamase in detergent assay; P00811; AmpC hydrolysis of nitrocefin, absorbance 480 nm, 0.01% Triton; Potency, µM (top dose mostly 114 µM), for inactives: at the top dose activity change, negative = inhibition, hits mostly inhibitors; actives 0.041% (n = 370,000); AID 485294;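 also: potency is read from the fitted curve at half-maximal effect; 0% = no-compound wells and -100% = no-enzyme wells; nearly all actives have a fitted effect of over 25% in size; some results filed as inactive show a strong effect at the top dose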
Target sequence (P00811 whole entry, looked up): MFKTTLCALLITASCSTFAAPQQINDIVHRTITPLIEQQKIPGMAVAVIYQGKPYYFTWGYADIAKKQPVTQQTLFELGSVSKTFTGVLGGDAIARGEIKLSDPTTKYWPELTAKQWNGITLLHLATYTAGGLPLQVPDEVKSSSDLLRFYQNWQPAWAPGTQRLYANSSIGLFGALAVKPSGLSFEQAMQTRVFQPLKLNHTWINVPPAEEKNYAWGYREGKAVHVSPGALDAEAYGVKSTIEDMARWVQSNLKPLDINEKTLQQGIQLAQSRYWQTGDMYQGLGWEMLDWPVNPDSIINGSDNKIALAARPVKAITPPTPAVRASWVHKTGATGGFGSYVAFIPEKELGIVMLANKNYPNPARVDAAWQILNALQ
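AmpC (5.3 nM in the dispensed reagent) in 20 mM phosphate pH 7.0 with 0.01% (detergent screen) or 0.0001% Triton X-100 was preincubated with compounds for 15 min at room temperature. Nitrocefin was then added from an 800 uM solution, and hydrolysis was followed at 480 nm.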
AMA1-RON2 inh: disrupts binding of P. falciparum AMA1 to RON2 | AlphaScreen AMA1-biotinylated RON2 peptide binding | Potency, µM (top dose mostly 58.2 µM), for inactives: at the top dose activity change, negative = inhibition, usual class: inhibitors | actives 0.2% (n = 360,000);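 also: potency is read from the fitted curve at half-maximal effect; 0% = vehicle wells and -100% = peptide control; nearly all actives have a fitted effect of over 45% in size; some results filed as inactive show a strong effect at the top dose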
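AMA1 (3D7) with his tag at 25 nM final met compounds first, then biotinylated RON2 peptide at 25 nM; detection used donor plus acceptor beads, 10 µg/mL apiece, read by AlphaScreen after 30 min at room temperature.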
HCV inh: inhibitors of hepatitis C virus infection; Potency, µM (series often up to 41.8 µM), for the others: at the highest dose activity change, negative = inhibition, hits mostly inhibitors; Huh7.5.1 HCVcc-Cre infection, luciferase reporter, 44 h; AID 651820; actives 3.4% (n = 340,000); also: potency is read from the fitted curve at half-maximal effect
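1,000 cells/well; 4 h culture; + compound; + HCVcc-Cre (~0.5 moi); 44 h; luciferase substrate, RT 15 min; read 15 sec.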
Giardia FBPA inh: Giardia lamblia aldolase inhibition; purified Giardia FBPA; AID 2451; A8B2U2; Potency, µM (titrated, usually from 59.6 µM), without a hit: at the highest dose activity, negative = inhibition, most hits filed as inhibitors; actives 0.71% (n = 290,000); also: potency is read from the fitted curve at half-maximal effect; nearly all actives have a fitted effect of over 55% in size
Target sequence (A8B2U2 whole entry, looked up): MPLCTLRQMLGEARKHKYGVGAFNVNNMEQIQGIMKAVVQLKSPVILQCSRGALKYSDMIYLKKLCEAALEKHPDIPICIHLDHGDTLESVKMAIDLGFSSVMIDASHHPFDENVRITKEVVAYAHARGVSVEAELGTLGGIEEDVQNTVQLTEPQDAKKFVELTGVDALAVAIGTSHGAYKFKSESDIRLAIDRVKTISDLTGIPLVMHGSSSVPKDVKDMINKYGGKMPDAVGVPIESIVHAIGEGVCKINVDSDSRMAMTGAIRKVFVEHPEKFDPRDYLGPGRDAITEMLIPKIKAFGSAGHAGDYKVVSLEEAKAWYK
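Giardia FBPA (40 nM reagent) was preincubated 10 min at RT with compound (up to 57.5 uM final), then substrate plus GAPDH/TPI/NAD/arsenate coupling system with diaphorase/resazurin was added; resorufin fluorescence (525/598 nm) was read after 20 min.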
Sm TGR inh: inhibitors of Schistosoma mansoni thioredoxin glutathione reductase; AID 485364; Q962Y6; purified TGR, DTNB reduction, TNB absorbance 405 nm; actives 3% (n = 360,000); Potency, µM (series often up to 114 µM), for the others: at the top dose activity change, negative = inhibition, actives largely listed as inhibitors; also: potency is read from the fitted curve at half-maximal effect; nearly all actives have a fitted effect of over 60% in size
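TGR 20 nM + NADPH 100 uM (dispensed conc.), cpd preinc 15 min RT; start with NADPH (500 uM addition) then DTNB (15 mM addition). Kinetic TNB absorbance, 405 nm filter. Four-parameter Hill fit across titration.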
The depositor's hits bear a star; u = inconclusive; x = not tested or not shown; [ ] = remark or other dose. Unless noted, calls follow the shape of the dose curve; as a rule, active = well fitted curve in the direction sought with a large enough effect; inconclusive = small, poorly fitted or top-dose-only effect, or another doubt; inactive = no such curve, though single readings can be large; an effect the other way counts as inactive or inconclusive. Unless noted, % is scaled to controls: 0 for no effect and ±100 for the full control effect.

SMILES	HCMV antiviral	AmpC inh detg	AMA1-RON2 inh	HCV inh	Giardia FBPA inh	Sm TGR inh
CC(Oc1cc2oc(=O)c3c(c2cc1Cl)CCC3)C(=O)NCCCN1CCCC1=O (configuration not stated)	44	2%	-3%	-1%	x	-5%
Cc1ccc(S(=O)(=O)NCC(=O)OC(C)C(=O)NCc2ccc3c(c2)OCO3)cc1 (configuration not stated)	5	x	-21%	2%	x	x
Cc1cc(C)nc(NS(=O)(=O)c2ccc(NS(=O)(=O)c3ccccc3)cc2)n1	-25	-13%	4%	8%	6%	4%
Cc1cccc(NC(=O)c2cc(N3CCOCC3)nc3ccccc23)c1	36	-12%	14%	4%	-2%	2%
CCc1ccc(OCC(=O)NC(NC(=S)Nc2ccccc2C)C(Cl)(Cl)Cl)cc1 (configuration not stated)	u	3%	5%	u	4%	8%
CCN(CC)S(=O)(=O)c1ccc(C)c(NC(=O)COC(=O)c2ccc(C)c(S(=O)(=O)N3CCOCC3)c2)c1	11	-1%	3%	3%	11%	-3%
COc1ccc(CN2C(=NC(=O)C3CC3)SC3CS(=O)(=O)CC32)cc1 (configuration not stated)	23	0%	-8%	15%	x	3%
CC(C)C(NC(=O)C1CCCCC1)C(=O)Nc1ccccn1 (configuration not stated)	33	u	3%	6%	-1%	18%
Cc1nn(C)c(=S)n1-c1ccc(Cl)cc1	19	-8%	-1%	6%	6%	-1%
Fc1ccccc1CSc1nncn1NCc1cccs1	39	5%	9%	17%	-3%	-21%
N#Cc1cn(Cc2cccc(Cl)c2)c2ccccc12	-32	-12%	39%[activator]	u	8%	4%
COc1ccc(N2CCN(CC(=O)c3ccc(O)cc3O)CC2)cc1	-14	-6%	-11%	0%	-26%	u
CCN1CCCC1CNC(=O)Cn1ncc2c(=O)oc3ccc(C)cc3c21 (configuration not stated)	0	u	7%	12%	5%	-13%
Nc1cc(C(F)(F)F)ccc1N1CCOCC1	9	5%	-5%	-1%	-7%	-11%
CCN(C(=O)c1cc2cccc(OC)c2oc1=O)c1ccccc1	-15	u	-1%	6%	8%	1%
O=C1CCC(C(=O)N2CCN(c3ccccc3Cl)CC2)CN1CC1CCCCC1 (configuration not stated)	-32	5%	14%	u	12%	-33%
CCOC(=O)CNC(=O)CCCCCC(=O)NCC(=O)OCC	59	-11%	10%	18%	-9%	1%
CSc1ccc(-c2cccc([N+](=O)[O-])c2)nn1	103	-1%	-19%	-9%	0%	0%
CCOC(=O)c1sc2nc3n(c(=O)c2c1C)CCC(C)CC3 (configuration not stated)	-6	u	-7%	u	1%	-2%
COc1ccccc1C(=O)NC(=S)Nc1ccccc1N1CCCCC1	21	6%	-10%	u	-2%	8%
CCCCN(C(=O)NC(=O)Nc1ccccc1OCC)S(C)(=O)=O	23	-2%	-6%	-7%	x	6%
CCOc1ccc(S(=O)(=O)N2CCCCC2)cc1NC(=O)c1c(CC)noc1C	-34	-14%	11%	7%	x	-8%
O=C(CSc1nc2[nH]c(=O)cc(O)c2s1)Nc1nncs1	-2	x	-18%	8%	x	x
CC(C)c1ccc(C(=O)NN2C(=O)C3CCCCC3C2=O)cc1 (configuration not stated)	-6	-9%	11%	-10%	6%	-6%
COCCNC(=O)c1ccc2c(=O)n(CCOC)c(=O)[nH]c2c1	4	-14%	-5%	2%	4%	11%
COc1ccc(C(C)=O)cc1Cn1c(=O)cc(C)[nH]c1=O	41	-5%	1%	3%	15%	40µM*
CCC1(c2ccccc2)NC(=O)N(CC(=O)Nc2nnc(C3CC3)s2)C1=O (configuration not stated)	x	2%	16%	19%	-2%	-13%
COc1ccc(CN2CCNC(=O)C2CC(=O)NCc2cn[nH]c2-c2ccccc2)c(F)c1 (configuration not stated)	-65*	0%	17%	8%	x	u
CC(C)(C)c1nn(-c2ccccc2)c2[nH]c(=O)c(CNc3ccc4c(c3)OCCO4)cc12	-62*	-6%	-16%	u	-29%	-25%
CC(NC(=O)C1CCN(C(=O)Nc2ccccc2)CC1)c1ccccc1Cl (configuration not stated)	20	-14%	3%	4%	x	1%

SMILES	HCMV antiviral	AmpC inh detg	AMA1-RON2 inh	HCV inh	Giardia FBPA inh	Sm TGR inh
Cc1ccc(S(=O)(=O)N2CCCC2)cc1C(=O)N1CCN(Cc2ccccc2)CC1	11	-8%	0%	-14%	-2%	-20%
N#CCC(=O)N/N=C/c1cccc(Oc2ccccc2)c1	u	-8%	72%[activator]	-13%	-19%	12%
O=C(NNC(=O)C(O)c1ccccc1)NC1CCCCC1 (configuration not stated)	-12	3%	14%	13%	x	1%
Cc1ccc(NC(=O)CCC(=O)N/N=C/c2ccco2)c(C)c1	21	-10%	2%	13%	-2%	-24%
COc1cc(C#N)c(NC(=O)CN2CCC(C(N)=O)CC2)cc1OC	-38	5%	7%	9%	2%	8%
COc1ccc(C2CC(C)=C(C#N)S(=O)(=O)C2C#N)cc1 (configuration not stated)	12	-1%	-14%	-28%	u	-12%
CCOC(=O)C1CCN(C(=O)COC(=O)c2ccccc2C(=O)c2ccc(Cl)cc2)CC1	-25	-8%	4%	6%	x	1%
Cn1c(NC(=O)c2ccccc2)c(-c2ccccn2)c(=O)c2ccccc21	-20	u	-7%	-3%	-8%	-22%
CCCN(CC(=O)Nc1ccccc1OC)C(=O)c1ccc2c(c1)NC(=O)C(C)S2 (configuration not stated)	-16	3%	57%[activator]	-10%	x	-6%
Cc1onc(-c2c(Cl)cccc2Cl)c1C(=O)Nc1nccs1	-12	0%	89%[activator]	-6%	1%	-5%
COc1cc2c(cc1OC)CN(c1nc(CN3CCOCC3)nc3sc4c(c13)CCC(C)C4)CC2 (configuration not stated)	u	u	-2%	u	0%	-2%
COc1ccc(/C=C(\NC(=O)c2ccc([N+](=O)[O-])cc2)C(=O)NCCN2CCOCC2)cc1	1	3%	-8%	11%	0%	-13%
CN1C(=O)c2cccc3c(S(=O)(=O)NCc4ccco4)ccc1c23	112	u	-2%	0%	u	u
Cc1ccc(S(=O)(=O)N2CCN(C(=O)COC(=O)Cc3ccc(F)cc3)CC2)c(C)c1	10	u	0%	6%	x	-19%
COc1ccc(C2=C(C(C)=O)Sc3nnc(-c4ccc(C)cc4)n3N2C(C)=O)cc1OC	-99*	0%	x	x	x	-3%
CCN(CC)c1ccc(NC(=O)C2CCN(S(=O)(=O)c3ccc4c(c3)oc(=O)n4C)CC2)c(C)c1	-19	3%	x	x	x	-6%
CCN1C(=O)N[C@@H](c2cccc(F)c2)C(C(=O)OC)=C1C	-21	x	-7%	-3%	2%[12.9 µM]	x
COc1ccc(CCNc2cc(C)nc3c(-c4ccc(Cl)cc4)cnn23)cc1OC	34	u	30%[11.6 µM]	u	-10%	0%
CCn1c(SCC(=O)N2CCOCC2)nc(O)cc1=O	-6	-7%	8%	9%	-1%	-5%
Cc1cc(C)c(C(=O)COC(=O)CCn2c(C)csc2=O)cc1C	-7	-4%	u	u	x	u
O=c1[nH]c2cc3ccccc3cc2nc1C(F)(F)F	-18	-7%	-23%	-9%	1%	3%
CCC/C(=N\NC(=O)C1CC1)c1ccccc1	-13	x	22%	-6%	x	x
CCN(c1ccc(C)cc1C)S(=O)(=O)c1nnc(NC(=O)C(C)(C)C)s1	33	-15%	-2%	41%[activator]	-1%	-15%
Cc1ccc2nc(SCC(=O)Nc3ccc(F)c([N+](=O)[O-])c3)[nH]c2c1	-11	-2%	-5%	u	-3%	1%
CC1CCC(NC(=O)CC2Oc3ccccc3NC2=O)CC1 (configuration not stated)	37	-16%	6%	5%	3%	4%
COc1ccc(OC)c(NC(=O)CSC2=Nc3ccccc3C3=NC(CCC(=O)NCc4ccco4)C(=O)N23)c1 (configuration not stated)	4	5%	x	x	x	-2%
Cc1ccc(SCc2nc(-c3ccccc3)no2)cc1	-22	u	74%[activator]	-1%	-6%	7%
CCOC(=O)NC(C(F)(F)F)(C(F)(F)F)P(=O)(c1ccccc1)c1ccccc1	-18	u	-9%	10%	8%	u
COc1cccc2c3c(c(=O)[nH]c12)CCC(C)(C)O3	67	u	-10%	u	4%	17%
COc1ccc(C(=O)/C=C/c2cn(CC(O)CN3CCc4ccccc43)c3ccccc23)cc1OC (configuration not stated)	-64*	-2%	x	x	x	-19%

SMILES	HCMV antiviral	AmpC inh detg	AMA1-RON2 inh	HCV inh	Giardia FBPA inh	Sm TGR inh
CCc1ccc(S(=O)(=O)c2cnc(SCC(=O)Nc3ccc(OC)cc3OC)[nH]c2=O)cc1	3	12%	x	x	x	0%
Cc1ccc(S(=O)(=O)N2CCN(Cc3nc4sc5c(c4c(=O)[nH]3)CCCC5)CC2)cc1	-29	-7%	29%	u	-8%	-18%
Cc1ccc(NC(=O)COc2coc(CN3CCc4ccccc4C3)cc2=O)cc1Cl	35	0%	18%	u	x	-9%
N#CC(=C1C=CC(=NO)C(Cl)=C1)c1ccc(Cl)cc1	-74*	x	u	6%	x	x
CN(CCN1CCOCC1)Cc1nc(-c2cccs2)no1	27	-2%	5%	18%	0%	-15%
COC(CNC(=O)c1ccc(CS(=O)(=O)c2c(Cl)cccc2Cl)o1)OC	-22	2%	-13%	14%	4%	0%

11 entries already listed, arranged by length of the SMILES, rising:
SMILES	HCMV antiviral	AmpC inh detg	AMA1-RON2 inh	HCV inh	Giardia FBPA inh	Sm TGR inh
CC1CCC(NC(=O)CC2Oc3ccccc3NC2=O)CC1 (configuration not stated)	37	-16%	6%	5%	3%	4%
COc1cccc2c3c(c(=O)[nH]c12)CCC(C)(C)O3	67	u	-10%	u	4%	17%
N#CC(=C1C=CC(=NO)C(Cl)=C1)c1ccc(Cl)cc1	-74*	x	u	6%	x	x
COC(CNC(=O)c1ccc(CS(=O)(=O)c2c(Cl)cccc2Cl)o1)OC	-22	2%	-13%	14%	4%	0%
Cc1ccc(NC(=O)COc2coc(CN3CCc4ccccc4C3)cc2=O)cc1Cl	35	0%	18%	u	x	-9%
CCN(c1ccc(C)cc1C)S(=O)(=O)c1nnc(NC(=O)C(C)(C)C)s1	33	-15%	-2%	41%[activator]	-1%	-15%
Cc1ccc2nc(SCC(=O)Nc3ccc(F)c([N+](=O)[O-])c3)[nH]c2c1	-11	-2%	-5%	u	-3%	1%
CCOC(=O)NC(C(F)(F)F)(C(F)(F)F)P(=O)(c1ccccc1)c1ccccc1	-18	u	-9%	10%	8%	u
CCc1ccc(S(=O)(=O)c2cnc(SCC(=O)Nc3ccc(OC)cc3OC)[nH]c2=O)cc1	3	12%	x	x	x	0%
Cc1ccc(S(=O)(=O)N2CCN(Cc3nc4sc5c(c4c(=O)[nH]3)CCCC5)CC2)cc1	-29	-7%	29%	u	-8%	-18%
COc1ccc(OC)c(NC(=O)CSC2=Nc3ccccc3C3=NC(CCC(=O)NCc4ccco4)C(=O)N23)c1 (configuration not stated)	4	5%	x	x	x	-2%
